sdo1 growth – restores growth of sdo1-depleted yeast; S. cerevisiae sdo1-depleted JHY4D growth rescue, OD600 30 h; active compounds read high; pdr5 snq2 efflux-pump mutant strain; z-score at 10 µM; 140,000 compounds, 0.21% hits; AID 817;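 active means z-score above 3 at both the 24 hr and the 30 hr optical density reads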;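 further: z-score against mean and SD of all compound wells on the same plate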
Insulin prom inh – TRM-6 insulin promoter activity inhibition. 130,000 compounds, 0.9% hits. inhibition, % at 2 µM. TRM-6 cells (human fetal islet line), insulin promoter-eGFP reporter, imaging; reporter expression induced with tamoxifen;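 active means inhibition above the mean plus 3 SD, with well images judged a real hit on visual review, cut at about 60% in these data, passing the limit was not always enough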
sdo1 growth Rescue 24 h – second read-out of sdo1 growth, no call of its own (marks repeat the call); z-score; S. cerevisiae sdo1-depleted JHY4D growth rescue, OD600; measured here: growth rescue at 24 h;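 0 is the plate mean of compound wells and units are plate SD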
An asterisk follows results filed as active; i = inactive; · = not tested or not shown. Only part of the results is shown; count on the stated rates, not on these rows.

SMILES	sdo1 growth	sdo1 growth Rescue 24 h	Insulin prom inh
Cc1cccc(N2CCN(C(=O)C3COc4ccccc4O3)CC2)c1C (stereo not given)	·	·	5
COC(=O)C1=C(C)N(c2ccc(S(N)(=O)=O)cc2)C(=O)C1	0.39	-0.21	-493
CCOc1ccc(OCc2cccc(C(=O)N3CCOCC3)c2)cc1	0.88	0.38	-21
CCC1CCCCN1S(=O)(=O)c1ccc(C(=O)Nc2nnc(-c3cccs3)o2)cc1 (stereo not given)	-0.23	0.51	10
CCc1c(C)nc(SCC(=O)Nc2ccc3c(c2)OCCO3)[nH]c1=O	·	·	7
COc1cccc(N(C(=O)CNC(=O)c2ccco2)C(C(=O)NC2CCCCC2)c2ccncc2)c1 (stereo not given)	-0.02	-0.42	23
O=C(N/N=C/c1cn(-c2ccccc2)nc1-c1ccc2c(c1)OCCO2)c1ccncc1	·	·	43
CCN1C(=O)C2(SC(NC(C)=O)=NN2C(C)=O)c2cc(C)ccc21 (stereo not given)	0.53	-0.28	-14
O=C(Cc1ccccc1)NNC(=O)Nc1cccc(Cl)c1	1.6	1.9	·
CCOC(=O)c1c(NC(=O)CN2CCN(C)CC2)sc(C(=O)Nc2ccccc2)c1C	·	·	-35
COc1ccc(CCN=C2SCC(=O)N2Cc2ccccc2)cc1OC	·	·	-25
CCOC(=O)c1cc2c(C)[nH]c(C)c2cc(C(=O)OCC)c1=O	·	·	-29
COc1ccccc1-c1coc2c(CN3CCN(CCO)CC3)c(O)ccc2c1=O	·	·	47
Cc1nn(Cc2ccccc2Cl)c2sc(C(=O)NCc3ccc4c(c3)OCO4)cc12	-0.99	-0.71	-9
Cn1c2c(c(=O)n(C)c1=O)C(c1ccc(Br)cc1)Nc1ccccc1O2 (stereo not given)	-0.89	-0.34	·
CCCNS(=O)(=O)c1ccc(OCC(=O)N2CCOCC2)cc1	0.64	-0.11	-72
Cn1nc(CC(=O)Nc2ccc(N3CCN(C(=O)OC(C)(C)C)CC3)cc2)c2ccccc2c1=O	-0.97	-0.34	-5
CN(C)S(=O)(=O)c1cccc(NC(=O)COC(=O)c2cc(-c3cccc(Br)c3)nc3ccccc23)c1	0.02	-0.07	·
Cc1noc(C)c1C(=O)N1CCN(CCc2ccccc2)CC1	0.93	0.43	42
COC(=O)Nc1ncc(CN2CCC(c3ccccc3)CC2)s1	0.6	0.08	-14
O=C1CC(c2ccccc2)CC(O)=C1C=NCCN1CCN(C(=O)Nc2ccccc2)CC1 (stereo not given)	-0.23	-0.35	14
CCN(CC)S(=O)(=O)c1ccc(S(=O)(=O)N(CC(=O)Nc2ccccc2)CC2CCCO2)cc1 (stereo not given)	·	·	60
CN(C)C(=O)Cn1cnc2c(cnn2-c2ccccc2Cl)c1=O	-0.2	-0.6	·
Nc1nc(C23CC4CCC(CC(C4)C2)C3)cs1	-1.3	0.05	28
COc1ccc(C)cc1NC(=O)NCc1ccc(F)cc1	·	·	-7

Random excerpt: 3 compounds from above
SMILES	sdo1 growth	sdo1 growth Rescue 24 h	Insulin prom inh
CCN(CC)S(=O)(=O)c1ccc(S(=O)(=O)N(CC(=O)Nc2ccccc2)CC2CCCO2)cc1 (stereo not given)	·	·	60
COC(=O)Nc1ncc(CN2CCC(c3ccccc3)CC2)s1	0.6	0.08	-14
O=C1CC(c2ccccc2)CC(O)=C1C=NCCN1CCN(C(=O)Nc2ccccc2)CC1 (stereo not given)	-0.23	-0.35	14

Further entries.
SMILES	sdo1 growth	sdo1 growth Rescue 24 h	Insulin prom inh
Cc1ccsc1/C=N\NC(=O)c1ccc2c(c1)OCO2	0.99	-0.08	41
COC(=O)c1cccc(NC(=O)c2cccc(OC)c2)c1	0.48	0.75	0
Cc1nn(Cc2c(Cl)cccc2Cl)c(C)c1NC(=O)c1cc(C(C)C)on1	-2.1	-1.1	·
CCCCNC(=O)Cc1c(O)c2ccccc2[nH]c1=O	-0.47	-0.62	-35
CC1=CCC2C(=O)N(c3cccc(C(=O)N(C)C4CCCCC4)c3)C(=O)C2C1 (stereo not given)	0.2	0.13	·
O=C(NCCCN1CCOCC1)c1ccc(CS(=O)(=O)Cc2ccc(Cl)cc2)o1	0.69	0.41	1
Cc1cc(C)cc(NC(=S)Nc2ccc(Cl)c(Cl)c2)c1	·	·	-10
Cc1ccccc1CNC(=O)c1ccccc1N	0.16	-0.67	-46
CC1CN(CCCCOc2ccc(C(C)C)cc2)CC(C)O1 (stereo not given)	-1.7	0.15	10
CC1=C(C(N)=O)C(c2cccnc2)n2nc(-c3cccc(Cl)c3)nc2N1 (stereo not given)	0.52	-0.15	0
Cc1ccc(C2(C)NC(=O)N(Cc3c(C)noc3C)C2=O)cc1 (stereo not given)	0.99	0.12	·
CCCCC(CC)C(=O)NCc1ccccc1OC (stereo not given)	0.87	0.27	-103
O=C(O)c1cccc(N/N=C/c2cccs2)c1	1.4	1.8	-8
Cc1ccc(OCC(=O)N2CCN(C(=O)Cc3ccccc3)CC2)cc1	0.1	-0.3	·
O=C(CN1C(=O)/C(=C\c2ccc(F)cc2)Oc2ccccc21)NCc1ccco1	-0.62	-0.51	-3
Cn1c(=O)cc(SCC(=O)N2CCCC2)c2cc(Cl)ccc21	-0.08	-1.1	·
CCOC(=O)/C(C#N)=C/c1ccc(OC(=O)c2ccco2)c(OCC)c1	0.16	-0.36	·
CCc1ccc(C2C(C#N)=C(N)N(N3CCOCC3)C3=C2C(=O)CC(C)(C)C3)s1 (stereo not given)	·	·	-31
Cn1cc(Cl)c(C(=O)N2CCN(c3ncccn3)CC2)n1	1.8	1.5	9
O=C(CSc1ccccc1[N+](=O)[O-])NC1CCS(=O)(=O)C1 (stereo not given)	0.75	0.23	-31
O=S(=O)(c1ccc(F)cc1)n1ccc(-c2cccc(OCc3c(F)cccc3Cl)c2)n1	-0.27	-0.6	8
COc1ccc(CC(=O)c2ccccc2C(=O)O)cc1	-0.4	-0.72	-22
CCC(C)N(C)C1CCN(C(=S)Nc2ccc(OC)cc2)CC1 (stereo not given)	·	·	14
Cc1nc2ccc(C(C(F)(F)F)(C(F)(F)F)C(F)(F)F)cc2[nH]1	-1.4	-0.41	-22
CCOC(=O)/C=c1\s/c(=C\c2ccc3c(c2)OCCO3)c(=O)n1CC(=O)NCC1CCCO1 (stereo not given)	-0.19	1.2	30

The closing 6 entries of the part before lead into the next:
SMILES	sdo1 growth	sdo1 growth Rescue 24 h	Insulin prom inh
O=C(CSc1ccccc1[N+](=O)[O-])NC1CCS(=O)(=O)C1 (stereo not given)	0.75	0.23	-31
O=S(=O)(c1ccc(F)cc1)n1ccc(-c2cccc(OCc3c(F)cccc3Cl)c2)n1	-0.27	-0.6	8
COc1ccc(CC(=O)c2ccccc2C(=O)O)cc1	-0.4	-0.72	-22
CCC(C)N(C)C1CCN(C(=S)Nc2ccc(OC)cc2)CC1 (stereo not given)	·	·	14
Cc1nc2ccc(C(C(F)(F)F)(C(F)(F)F)C(F)(F)F)cc2[nH]1	-1.4	-0.41	-22
CCOC(=O)/C=c1\s/c(=C\c2ccc3c(c2)OCCO3)c(=O)n1CC(=O)NCC1CCCO1 (stereo not given)	-0.19	1.2	30
CCOC(=O)N1CCN(Cc2nc3c(c(=O)n(C)c(=O)n3C)n2Cc2ccc(F)cc2)CC1	-0.44	-0.31	·
O=C1CC(N2CCC(c3nc4ccccc4o3)CC2)C(=O)N1c1ccc(Cl)cc1 (stereo not given)	·	·	-7
Cc1cccc(OCc2nnc(SCC(=O)c3cccs3)n2C)c1C	0.89	-0.1	·
CC(=O)c1c(C)[nH]c(C(=O)CSc2nnc(-c3ccccc3)n2Cc2ccc3c(c2)OCO3)c1C	-1.8	-0.56	i
CC(C)(C)NC(=O)CCC1COc2ccccc2O1 (stereo not given)	0.26	-0.14	23
O=C(CN1CCCc2ccccc21)N/N=C/c1ccccc1O	0.43	0.35	-3
Cc1cccc(NC2=NC3(CCCCC3)N=C(N)N2)c1C	0.85	0.43	-30
CC[n+]1c(/C=C/Nc2ccccc2)oc2ccccc21	1.4	1	-138
CCN(CC)CC(=O)NCC1(c2ccccc2)CCOCC1	0.19	-0.05	-50
O=C(O)c1cnc(-c2ccccc2)nc1Sc1ccc(Cl)cc1Cl	1.4	2.2	42
COC(=O)Nc1ccc(S(=O)(=O)Nc2cccc3ccccc23)cc1	0.02	1.6	-44
CC(CCc1ccccc1)C(=O)NO (stereo not given)	-0.68	-1	·
O=C(NCc1ccc2c(c1)OCO2)C1CCN(S(=O)(=O)c2ccc(Br)s2)CC1	-1.8	-1.3	-52
CC(C)(C)OC(=O)C1C(=O)CC(C)(O)C(C(=O)OC(C)(C)C)C1c1cccnc1 (stereo not given)	-0.52	-0.72	-7
COc1ccc(OC)c(N=c2oc3cc(O)ccc3cc2C(N)=O)c1	0.23	1.7	-43
CN(C1=C(N2CCCCC2)C(=O)c2ccccc2C1=O)c1ccccc1	-0.83	-0.76	31
O=C(CCN1C(=O)/C(=C/C=C/c2ccccc2)SC1=S)Nc1cccnc1	-1.3	-0.79	5
CCC(=O)NC(Nc1sc2c(c1C(=O)OC)CCN(C)C2)(C(F)(F)F)C(F)(F)F	0.01	-0.58	-81
COc1cc(C=O)ccc1OCc1ccccc1Br	-0.56	-0.27	3
CCNC(=O)C(=O)NCC1OCCCN1S(=O)(=O)c1cccs1 (stereo not given)	0.52	-0.07	-33
O=C(c1ccc([N+](=O)[O-])cc1)n1nc(-c2ccccc2)nc1NCc1ccc(F)cc1	-0.47	-0.43	·
Cc1ccc(CNc2nc(-c3cccs3)nc3ccccc23)cc1	-1.7	-1.7	·
Cn1c(N2CCOCC2)nc2c1c(=O)n(Cc1ccc(Cl)c(Cl)c1)c(=O)n2C	-1.4	-0.58	0
COCCNc1oc(-c2ccc(C)cc2)nc1C#N	0.13	-0.08	-32
CCc1nnc(NS(=O)(=O)c2ccc(NC(=S)NC(=O)c3ccc(OC)cc3)cc2)s1	0.89	1.2	14
Other results
SMILES	sdo1 growth	sdo1 growth Rescue 24 h	Insulin prom inh
O=C1CCC(=O)N1c1nc2nc(-c3ccccc3)cc(-c3ccccc3)n2n1	0.54	-0.03	3
O=C(CN(C(=O)Cn1nnc(-c2cccs2)n1)c1cnc2ccccc2c1)NCC1CCCO1 (stereo not given)	1.8	1.8	-9
O=C(CCOc1ccccc1)Nc1cccc(S(=O)(=O)Nc2ccccc2Cl)c1	-0.7	-0.68	-8
Cc1cc(C)c2cc(CN(Cc3nnnn3Cc3ccc(F)cc3)C3CCCC3)c(=O)[nH]c2c1	0.29	0.87	37
CC(C)OC(=O)CCNc1n[nH]c(=O)[nH]c1=O	0.12	0.08	i
CCOC(=O)CC(=O)CSc1nc2c(c(C)c1C#N)CCC2	-1.4	-0.1	·
COc1cc(CNC(=O)c2cccc(COc3ccc(Cl)cc3)c2)cc(OC)c1	-1.1	-0.25	·
Cc1c(C(O)CN2CCC(C(N)=O)CC2)c2ccccc2n1C (stereo not given)	1.4	0.15	42
COc1ccc(NC(=O)COC(=O)Cc2c(F)cccc2Cl)cc1	·	·	-27
COc1ccc(NC(=O)Cn2c(-c3ccc(OC)cc3)cn(-c3ccc(C)cc3)c2=O)cc1	-1.4	-1.2	-29
O=C(CN1N=C(c2ccc(Cl)cc2)CCC1=O)NCc1cccnc1	1.2	0.85	-42
CCC(C)(C)NC(=O)C(c1cccn1C)N(Cc1ccc(C)cc1)C(=O)Cn1nnc2ccccc21 (stereo not given)	-0.57	2.5	7
COc1ccc(CNC(=O)C2CCN(C(=O)N3CCOc4ccc(C)cc43)CC2)cc1	-1.4	-1.7	-79
COc1ccc(C(=O)N(c2ccc(C)cc2)C2C=CS(=O)(=O)C2)cc1OC (stereo not given)	·	·	25
CCOC(=O)C(CSCC(=O)c1ccc(Cl)cc1Cl)NC(=O)OC(C)(C)C (stereo not given)	-1.1	-1.1	-221
CN(C)S(=O)(=O)c1ccc(NC(=O)C2CCCN(C(=O)c3ccc(Cl)cc3)C2)cc1 (stereo not given)	1.3	0.46	23
Cc1ccccc1C(=O)Nc1ccc2c(c1)OCO2	-0.41	-0.57	·
Cc1n[nH]c(C)c1S(=O)(=O)N1CCCC(C(=O)Nc2ccc3c(c2)OCCO3)C1 (stereo not given)	2.1	3	·
COc1ccc(-n2c3c(c(=O)[nH]c2=O)C(C(F)(F)F)(C(F)(F)F)N=C(CC(C)C)N3)cc1	0.72	1.2	·
CC1CCCN(S(=O)(=O)c2ccc(C(=O)Nc3ccccc3-c3nc4ccccc4[nH]3)cc2)C1 (stereo not given)	-0.05	0.89	17
NC(=O)c1sc2nc3c(c(-c4cccs4)c2c1N)CCCC3	-1.6	-0.67	56
Cc1ccc(C(=O)Cn2cccn2)cc1	·	·	-62
CC(=O)c1[nH]c(C)c(C(C)=O)c1C	0.57	0.13	-27
Cc1ccc(S(=O)(=O)NCC(=O)OCC(=O)N(Cc2ccccc2)C(C)(C)C)cc1	-0.86	0	-43
CC(=O)Nc1nc(NC(=O)/C=C/c2ccccc2)n(-c2ccccc2)n1	0.39	0.36	6
Cc1ccc(-c2nnc(-c3cccc(NC(=O)c4cccs4)c3)o2)cc1	-1.1	-1.1	14
CC(C)(C)c1cc(C(=O)O)nn1-c1ccccc1	-0.46	-0.26	22
CCOc1ccc(S(=O)(=O)Nc2nc3ccccc3nc2Nc2ccc(N3CCOCC3)cc2)cc1	0.06	0.18	·

Screens deposited in PubChem by several laboratories.
